Hsp90 Hop PPI: qHTS Assay for Disrupters of an Hsp90 Co-Chaperone Interaction; Hsp90 C-terminal peptide / TPR2A (Hop) interaction, human; AlphaScreen TPR2A-His6 binding biotin-Hsp90 C-terminal peptide; Potency, µM (highest dose often 57 µM), for the others: at the top dose activity change, negative = inhibition; 71,000 tested, 0.44% active; active = well fitted curve in either direction with a large enough effect; inconclusive = small, poorly fitted or top-dose-only effect, or another doubt; note: potency is the fitted concentration of half-maximal effect; % is set by controls: 0 for no effect and ±100 for the full control effect; many of its hits are not listed in these tables
BRCT PPI red: qHTS Assay for Inhibitors of BRCT-Phosphoprotein Interaction (Red Fluorophore) | Breast cancer type 1 susceptibility protein (Homo sapiens), P38398 | BRCT-phosphopeptide binding, red fluorescence polarization | Potency, µM (highest dose often 76.9 µM), without a hit: at the highest dose activity change, negative = inhibition, actives largely listed as inhibitors | 75,000 tested, 0.03% active | AID 892, 2007; note: % is set by controls: 0 for no effect and ±100 for the full control effect
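Rhodamine-labelled pBACH1 10-mer (100 nM) bound to BRCT domain (100 nM) at pH 7.3; compounds incubated 12 min room temperature, polarization read. Free peptide defines full inhibition; unlabelled decapeptide titrated as control.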
ALOX15 inhib: qHTS Assay for Inhibitors of 15-hLO (15-human lipoxygenase). AID 887, 2007. 74,000 tested, 1.4% active. purified 15hLO-1, xylenol orange hydroperoxide absorbance. Potency, µM (titrated, usually from 57.1 µM), for the others: at the highest dose activity change, negative = inhibition, usual class: inhibitors; note: potency is the fitted concentration of half-maximal effect; % is set by controls: 0 for no effect and ±100 for the full control effect; nearly all actives have a fitted effect of over 55% in size
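Purified human 15hLO-1 (40 nM final) in 25 mM Hepes pH 7.5, 0.01% Triton X-100 was preincubated with compound 15 min at room temperature, then reacted 6 min with 50 uM arachidonic acid; hydroperoxide detected by Fe-XO, 573/405 nm absorbance ratio.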
Ub-GFP proteasome: Ubiquitin-GFP Assay; Ubiquitin-GFP reporter cells, proteasome inhibition, GFP fluorescence; response scale: untreated = 0%, 10 µM MG-132 = 100%; AID 526, 2006; Potency, µM (doses to about 45.9 µM), for the others: at the top dose activation (GFP accumulation), usual class: activators; 67,000 tested, under 10 active; active = well fitted activation curve with a large enough effect, not every such curve was filed as active; inconclusive = small, poorly fitted or top-dose-only effect, or another doubt; inactive = no such curve, though single readings can be large or run the other way; note: potency is the fitted concentration of half-maximal effect
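Reporter cells (U2OS, ubiquitin-G76V-GFP fusion) are plated overnight, then treated 4 hr at 37 °C with compound titrations from 46 uM down to 2.9 nM. Activity is scaled against untreated cells and 10 uM MG-132.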
CRE-bla Fsk: Cell signaling CRE-BLA (Fsk stim); CHO CRE-bla reporter (cAMP response element driving beta-lactamase), forskolin EC10, beta-lactamase ratio; Potency, µM (doses to about 38.2 µM), inactives show at the top dose activity change, negative = inhibition, usual class: activators; 71,000 tested, 2.5% active; active = well fitted activation curve with a large enough effect in the signal ratio, with a control signal flat, not every such curve was filed as active; inconclusive = small, poorly fitted or top-dose-only effect, or effect the other way, or a change in a side signal; the % refers to the signal ratio; note: potency is the fitted concentration of half-maximal effect; % of control where 0% means no effect
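Reporter-gene assay: CHO cells with beta-lactamase behind cAMP responsive elements, co-treated with compound and EC10 NKH 477 for 3 hours at 37 degrees Celsius. Activity came from the 460/530 nm CCF4 emission ratio.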
HADH2 inhib: qHTS Assay for Inhibitors of HADH2 (Hydroxyacyl-Coenzyme A Dehydrogenase, Type II); 3-hydroxyacyl-CoA dehydrogenase type-2 (Homo sapiens), Q99714; recombinant HADH2, NADH fluorescence, beta-hydroxybutyryl-CoA; Potency, µM (doses to about 57.1 µM), for inactives: at the top dose activity change, negative = inhibition, hits mostly inhibitors; AID 886, 2007; 73,000 tested, 3.4% active; note: potency is the fitted concentration of half-maximal effect; % is set by controls: 0 for no effect and ±100 for the full control effect; nearly all actives have a fitted effect of over 60% in size; many of its hits are not listed in these tables
Target sequence (Q99714 whole entry, looked up, one chain of several): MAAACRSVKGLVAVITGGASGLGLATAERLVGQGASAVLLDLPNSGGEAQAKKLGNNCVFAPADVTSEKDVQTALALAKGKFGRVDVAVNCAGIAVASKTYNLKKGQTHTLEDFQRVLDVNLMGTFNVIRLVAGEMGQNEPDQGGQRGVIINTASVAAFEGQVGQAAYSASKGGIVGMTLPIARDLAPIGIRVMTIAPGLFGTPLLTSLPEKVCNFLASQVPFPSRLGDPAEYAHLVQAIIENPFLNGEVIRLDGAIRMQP
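Buffer 100 mM Tris-HCl pH 9.0/0.01% Tween-20; HADH2 20 nM; NAD+ 1 mM; beta-hydroxybutyryl-CoA 90 uM (all final). 15 min cpd preincubation, RT.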
USP2a inhib: qHTS Assay for Inhibitors of Ubiquitin-specific Protease USP2a. Potency, µM (doses to about 38.3 µM), for the others: top-dose activity change, negative = inhibition, most hits filed as inhibitors. Ubiquitin carboxyl-terminal hydrolase 2 (Homo sapiens), O75604. USP2a enzymatic assay, qHTS inhibition. AID 927, 2007. 60,000 tested, 0.1% active;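 note: potency is the fitted concentration of half-maximal effect; nearly all actives have a fitted effect of over 60% in size; plate controls were DMSO for no effect and NEM full inhibition control for full effect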
Target sequence (O75604 whole entry, looked up): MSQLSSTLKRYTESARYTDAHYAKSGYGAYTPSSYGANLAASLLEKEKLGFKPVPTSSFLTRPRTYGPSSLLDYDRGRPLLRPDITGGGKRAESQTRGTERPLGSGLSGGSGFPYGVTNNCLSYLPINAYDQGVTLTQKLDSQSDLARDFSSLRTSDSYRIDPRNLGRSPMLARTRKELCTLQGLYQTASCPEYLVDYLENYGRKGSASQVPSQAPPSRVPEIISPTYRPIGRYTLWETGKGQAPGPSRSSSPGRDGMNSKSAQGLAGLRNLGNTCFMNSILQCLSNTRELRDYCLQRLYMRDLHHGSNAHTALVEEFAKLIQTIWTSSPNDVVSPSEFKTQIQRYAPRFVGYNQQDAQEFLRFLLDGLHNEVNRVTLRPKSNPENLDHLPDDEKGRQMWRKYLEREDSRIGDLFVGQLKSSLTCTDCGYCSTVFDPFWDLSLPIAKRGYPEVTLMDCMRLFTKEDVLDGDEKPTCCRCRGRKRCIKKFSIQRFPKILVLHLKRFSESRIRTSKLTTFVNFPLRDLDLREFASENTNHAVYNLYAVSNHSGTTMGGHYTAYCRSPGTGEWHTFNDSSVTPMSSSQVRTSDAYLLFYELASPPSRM
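Coupled readout: USP2-cleaved Ub-PLA2 (20nM final) turns over NBD C6-HPC (20uM final), Ex 460nm/Em 535nm after 2.5 h, time-zero read flagging artifacts. Enzyme (20nM final, pH 8.0 Tris) given 30 min RT with compound first; NEM defines full inhibition.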
Epigenetic mod: qHTS Assay for Epigenetic Modulators. mouse C127i GFP locus derepression, cytometry, 30 h. Potency, µM (doses to about 46.1 µM), inactives show at the top dose GFP derepression (activation). 68,000 tested, 0.09% active. AID 597, 2007; note: % of control where 0% means no effect
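Derepression screen: silenced CMV-GFP reporter in murine C127i cells, 30 h compound incubation at 37 C, washed cells imaged by laser-scanning cytometer to enumerate GFP-expressing objects of 20 to 120 um.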
DNA Pol III inh: qHTS Assay for Inhibitors of DNA Polymerase III Holoenzyme System; reconstituted DNA polymerase III holoenzyme replication, biochemical; Potency, µM (titrated, usually from 57.1 µM), without a hit: at the top dose activity change, negative = inhibition; 71,000 tested, 0.25% active; note: potency is the fitted concentration of half-maximal effect; % is set by controls: 0 for no effect and ±100 for the full control effect
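Reconstituted *E. coli* holoenzyme (0.35 nM Pol III, 1 nM beta, 154 nM SSB, 2 nM primase) was preincubated with compound for 15 min at RT. Synthesis on 1.4 nM ssM13Gori ran 35 min, then was stopped with PicoGreen/EDTA and read as dsDNA fluorescence.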
HBB splicing: qHTS Assay for Modulators of Hemoglobin Beta Chain Splicing | HBB splicing reporter cell assay, activation; EGFP reporter with mutant IVS2-654 intron; response scale: normalised to 500 nM splice-correcting PNA | AID 925, 2007 | Potency, µM (titrated, usually from 46.1 µM), without a hit: at the highest dose activation, actives largely listed as activators | 65,000 tested, 0.06% active; note: potency is the fitted concentration of half-maximal effect; 0% is about no effect
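Compounds were applied for 2 days to HeLa EGFP-654 cells, 500/well in Optimem with 2% FCS. The reporter's EGFP is disrupted by mis-splicing of beta-globin intron IVS2-654. Readout: summed well GFP fluorescence from 488 nm laser scanning; reference was 500 nM antisense […] 654 PNA.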
BRCT inh green: qHTS Assay for Inhibitors of BRCT-Phosphoprotein Interaction (Green Fluorophore); Breast cancer type 1 susceptibility protein (Homo sapiens), P38398; 75,000 tested, 0.05% active; AID 875, 2007; Potency, µM (doses to about 76.9 µM), inactives show at the top dose activity change, negative = inhibition, actives largely listed as inhibitors; BRCA1 BRCT-phosphopeptide binding, green fluorescence polarization;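 note: potency is the fitted concentration of half-maximal effect; plate controls were peptide without protein for full effect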
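Compounds were incubated for 12 min at room temperature with a complex of 100 nM fluorescein-tagged pBACH1 decapeptide and 250 nM His-tagged BRCT protein. Buffer was phosphate pH 7.3 with EDTA, DTT and Tween 20. Disruption of binding lowers the polarization signal.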
An asterisk follows results filed as active; [ ] = remark or other dose. Unless noted, calls come from the whole dose curve; as a rule, active = well fitted curve in the direction sought with a large enough effect; inconclusive = small, poorly fitted or top-dose-only effect, or another doubt; inactive = no such curve, though single readings can be large; an effect the other way counts as inactive or inconclusive.

What do the screens show for `Clc1ccc2nc(N3CCCCC3)[nH]c2c1`?
Hsp90 Hop PPI: -4%; BRCT PPI red: 0.1%; ALOX15 inhib: 0%; Ub-GFP proteasome: 6%; CRE-bla Fsk: 3%; HADH2 inhib: -4%; USP2a inhib: 0%; Epigenetic mod: 6%; DNA Pol III inh: 3%; HBB splicing: 0.4%; BRCT inh green: -1.2%

How did CCc1ccc(N2CCN(C(=O)c3ccc(OC)c(OC)c3)CC2)cc1 do in these assays?
Hsp90 Hop PPI: -6%; BRCT PPI red: -2.8%; ALOX15 inhib: -4%; Ub-GFP proteasome: -9%; CRE-bla Fsk: 5%; HADH2 inhib: 0%; Epigenetic mod: -3%; DNA Pol III inh: -6%; HBB splicing: -1.2%; BRCT inh green: -1.2%

What do the screens show for `CCCCn1c(NC(C)CC)nc2c1c(=O)[nH]c(=O)n2C` (configuration not stated)?
Hsp90 Hop PPI: 0%; BRCT PPI red: -0.5%; ALOX15 inhib: -11%; Ub-GFP proteasome: -4%; CRE-bla Fsk: 10µM*; HADH2 inhib: inconclusive; USP2a inhib: -7%; Epigenetic mod: 0%; DNA Pol III inh: -7%; HBB splicing: -3.7%[57.5 µM]; BRCT inh green: -2.4%

Results for O=C(NCCN1CCOCC1)c1ccccc1Oc1ccccc1 ?
Hsp90 Hop PPI: 0%; BRCT PPI red: -1.6%; ALOX15 inhib: 8%; Ub-GFP proteasome: -2%; CRE-bla Fsk: 3%; HADH2 inhib: 10%; USP2a inhib: 5%; Epigenetic mod: -4%; DNA Pol III inh: 0%; HBB splicing: 0.2%; BRCT inh green: -2.9%

What do the screens show for `CN(C)c1cccc(C(=O)NCC2CCCO2)c1` (configuration not stated)?
Hsp90 Hop PPI: -2%; BRCT PPI red: -0.1%; ALOX15 inhib: -29%; Ub-GFP proteasome: -6%; CRE-bla Fsk: -1%; HADH2 inhib: inconclusive; USP2a inhib: -3%; Epigenetic mod: 10%; DNA Pol III inh: -3%; HBB splicing: 1.1%; BRCT inh green: -5.0%

Results for CC1(C)CC(=O)c2sc(NC(=O)CN3C(=O)CCC3=O)nc2C1 ?
Hsp90 Hop PPI: 0%; BRCT PPI red: -0.6%; ALOX15 inhib: 3%; Ub-GFP proteasome: 8%; CRE-bla Fsk: -24%; HADH2 inhib: -8%; DNA Pol III inh: -1%; HBB splicing: -0.1%; BRCT inh green: 1.4%

What do the screens show for `CC1CCN(CCC(=O)N2CCCc3c2c(=O)oc2ccc(O)cc32)CC1`?
Hsp90 Hop PPI: -8%; BRCT PPI red: 0.9%; ALOX15 inhib: 2%; Ub-GFP proteasome: -6%; CRE-bla Fsk: inconclusive; HADH2 inhib: -19%; USP2a inhib: -4%; Epigenetic mod: -6%; DNA Pol III inh: -1%; HBB splicing: -0.9%; BRCT inh green: -1.3%

Results for CN1CCN(S(=O)(=O)c2ccc(Cc3ccc(S(=O)(=O)N4CCN(C)CC4)cc3)cc2)CC1 ?
Hsp90 Hop PPI: -4%; BRCT PPI red: -2.1%; ALOX15 inhib: 1%; Ub-GFP proteasome: -3%; CRE-bla Fsk: 5%; HADH2 inhib: 9%; USP2a inhib: 95%[activator]; Epigenetic mod: 1%; DNA Pol III inh: -4%; BRCT inh green: -1.2%

What do the screens show for `Cc1ccc(-n2c(O)cnc2Nc2nc(C)cc(C)n2)cc1`?
Hsp90 Hop PPI: 2%; BRCT PPI red: -1.2%; ALOX15 inhib: -3%; Ub-GFP proteasome: -1%; CRE-bla Fsk: inconclusive; HADH2 inhib: 6%; USP2a inhib: -2%; Epigenetic mod: 0%; DNA Pol III inh: -2%; HBB splicing: -0.6%; BRCT inh green: -0.5%

What do the screens show for `C/C(N)=C(/C#N)C(=O)CSc1nnc(SCc2ccc(Cl)cc2)s1`?
Hsp90 Hop PPI: 3%; BRCT PPI red: -1.0%; ALOX15 inhib: 8%; Ub-GFP proteasome: -2%; CRE-bla Fsk: -1%; HADH2 inhib: 1%; USP2a inhib: 8%; Epigenetic mod: 3%; DNA Pol III inh: inconclusive; HBB splicing: -0.7%[57.5 µM]; BRCT inh green: -1.3%

What do the screens show for `CCOC(=O)C1CCN(C(=O)C2CCCCC2)CC1`?
Hsp90 Hop PPI: 1%; BRCT PPI red: -0.9%; ALOX15 inhib: 1%; Ub-GFP proteasome: -1%; CRE-bla Fsk: -2%; HADH2 inhib: -1%; USP2a inhib: -2%; Epigenetic mod: 5%; DNA Pol III inh: -5%; HBB splicing: 1.5%; BRCT inh green: -0.2%

What do the screens show for `COCCSc1ccccc1C(=O)Nc1nnc(C)s1`?
Hsp90 Hop PPI: -3%; BRCT PPI red: -0.1%; ALOX15 inhib: -12%; Ub-GFP proteasome: 10%; CRE-bla Fsk: -8%; HADH2 inhib: inconclusive; USP2a inhib: -5%; Epigenetic mod: 3%; DNA Pol III inh: -8%; HBB splicing: 0.4%; BRCT inh green: -1.8%

What do the screens show for `C=CCOC(=O)C1=C(C)NC(SCC(=O)OCC)=C(C#N)C1c1ccc(O)c(OC)c1` (configuration not stated)?
Hsp90 Hop PPI: -7%; BRCT PPI red: 0.6%; ALOX15 inhib: -27%; Ub-GFP proteasome: -5%; CRE-bla Fsk: inconclusive; HADH2 inhib: -13%; USP2a inhib: 11%; Epigenetic mod: 0%; DNA Pol III inh: -8%; HBB splicing: -0.3%[57.5 µM]; BRCT inh green: -1.3%

What do the screens show for `O=C(c1ccco1)N1CCN(S(=O)(=O)N2CCOCC2)CC1`?
Hsp90 Hop PPI: 0%; BRCT PPI red: 0.5%; ALOX15 inhib: 9%; Ub-GFP proteasome: 9%; CRE-bla Fsk: -8%; HADH2 inhib: 2%; USP2a inhib: 1%; Epigenetic mod: 4%; DNA Pol III inh: -3%; HBB splicing: 0.6%; BRCT inh green: -0.6%

Results for CCN1C(=O)c2ccccc2S(=O)c2ccc(C(=O)N3CCN(C(=O)c4ccco4)CC3)cc21 (configuration not stated) ?
Hsp90 Hop PPI: 0%; BRCT PPI red: 1.3%; ALOX15 inhib: 8%; Ub-GFP proteasome: 7%; CRE-bla Fsk: 1%; HADH2 inhib: 5%; Epigenetic mod: 0%; DNA Pol III inh: 1%; HBB splicing: -0.4%; BRCT inh green: 0.2%

How did COc1ccc(Cl)cc1NC(=O)C1CC(=O)N(c2ccc(F)cc2)C1 (configuration not stated) do in these assays?
Hsp90 Hop PPI: -6%; BRCT PPI red: 0.0%; ALOX15 inhib: -12%; Ub-GFP proteasome: -3%; CRE-bla Fsk: -15%; HADH2 inhib: 9%; USP2a inhib: 9%; Epigenetic mod: 0%; DNA Pol III inh: -2%; HBB splicing: -1.0%; BRCT inh green: -0.5%

Results for CCOC(=O)NC(=O)CN1C(=O)NC(C)(c2ccccc2)C1=O (configuration not stated) ?
Hsp90 Hop PPI: 1%; BRCT PPI red: -0.7%; ALOX15 inhib: 8%; Ub-GFP proteasome: -2%; CRE-bla Fsk: 8%; HADH2 inhib: 8%; USP2a inhib: -8%; Epigenetic mod: 1%; DNA Pol III inh: -2%; HBB splicing: -3.0%; BRCT inh green: -2.5%

How did CC1CCCC(C)N1C(=O)COc1ccc(-c2nnco2)cc1 (configuration not stated) do in these assays?
Hsp90 Hop PPI: inconclusive; BRCT PPI red: -0.1%; ALOX15 inhib: 15%; Ub-GFP proteasome: 3%; CRE-bla Fsk: inconclusive; HADH2 inhib: 10%; USP2a inhib: -7%; Epigenetic mod: -1%; DNA Pol III inh: -5%; HBB splicing: 0.2%; BRCT inh green: 3.5%

From PubChem BioAssay

A portion of the library (hit frequency here may not be typical).
